From PubChem
Lipid storage S3 = qHTS Assay for Lipid Storage Modulators in Drosophila S3 Cells; Drosophila S3 cells, BODIPY lipid droplet fluorescence, 18-24 h; cells fed with added oleic acid; Potency in µM for hits, for the others lipid storage change, negative = inhibition, % at the top dose, mostly 46.1 µM; actives 0.64% (n = 320,000); AID 2685; active = well fitted inhibition curve with a large enough effect in the signal ratio, with a control signal flat, not every such curve was filed as active; inconclusive = small, poorly fitted or top-dose-only effect, or effect the other way, or a change in a side signal; the % refers to the signal ratio
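Laser-scanning cytometry quantifies lipid droplet accumulation (500–530 nm total intensity; droplet/cell object ratio) in oleic acid-fed (400 uM added) Drosophila S3 cells treated with a concentration series. 20 uM Triacsin C defined 100% inhibition.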
Lipid storage S3 cell count max = second read-out of Lipid storage S3, no call of its own (marks repeat the call); cell number change, %; measured here: cell count max response;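 cells counted by Cell Tracker Red CMTPX staining in the red channel; peak over a dose series mostly up to 46.1 µM; percent activity relative to internal control wells on each plate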
The depositor's hits bear a star; i = inactive; ? = inconclusive; . = not tested or not shown; [ ] = remark or other dose. % is scaled to controls: 0 for no effect and ±100 for the full control effect; potency is read from the fitted curve at half-maximal effect.

Lipid storage S3,Lipid storage S3 cell count max,smiles
i,.,O=C(c1ccc(Cl)c(S(=O)(=O)N2CCCCCC2)c1)N1CCN(c2ccccc2O)CC1
?,.,O=C(COc1ccc(S(=O)(=O)NCc2ccccc2)cc1)NCc1cccnc1
?,.,CSCCC(NC(=O)c1ccccc1Cl)C(=O)OCC(=O)N1CCCC1=O (stereo not drawn)
?,.,COc1ccc(-c2nnc(SCC(=O)N/N=C/c3ccccc3C(=O)O)n2-c2ccccc2)cc1
?,.,COc1ccc(CC(=O)NCc2ccccc2)cc1OC
?,.,O=c1c2c(nc3n1CCCCC3)sc1c(O)c(Br)ccc12
i,.,CCOC(=O)N1CCN(C(=O)CN(c2ccccc2OC)S(=O)(=O)c2ccc(C)cc2)CC1
?,.,COC(=O)C1Sc2[nH]c(=O)sc2C(c2ccc(Cl)cc2)C1C(=O)OC (stereo not drawn)
?,.,Oc1c(Br)cc(Cl)cc1C=Nc1ccccc1Br
?,.,Cc1cccc(C)c1OCCCN1CCCC1
?,.,CC(c1ccccc1)C1CC(=O)N(C2CCCCC2)C1=O (stereo not drawn)
-6%,4,Cn1c(=O)c2c(nc(SC3C(=O)CC(C)(C)CC3=O)n2C)n(C)c1=O
20%,3,COCCn1nnnc1C(c1ccc(OC)cc1OC)N1CCN(c2ccccc2F)CC1 (stereo not drawn)
?,.,S=C(NCc1cccs1)Nc1cc(Cl)cc(Cl)c1
9%,-11,COc1ccc(NC(=O)C(Sc2nnc3ccccn23)c2ccccc2)cc1Cl (stereo not drawn)
?,.,O=S(=O)(Nc1cc(Cl)ccc1-n1cncn1)c1cc(Br)ccc1Br
i,-9,CCOC(=O)c1[nH]c2cc(OC)c(OC)cc2c1NC(=O)c1nonc1C
-16%,-9,Cc1cc(=O)oc2cc(OCC(=O)Nc3nnc(C(C)C)s3)ccc12
?,.,COc1c(Cl)cc(-c2noc(C)c2C(=O)NCc2ccccc2)cc1Cl
-20%,-7,O=C(NCc1ccccn1)Nc1ccccc1F
?,.,Cc1[nH]nc2c1C(Cc1ccccc1)C(C#N)=C(N)O2 (stereo not drawn)
?,.,CN(CCN(C)C(C)(C)C)C(=O)C(c1ccccc1)c1ccccc1
-8%,-5,CCOc1ccc(CN2CCC(=O)NC2=O)cc1
?,.,CN(C)CCCNCC(=O)Nc1ccccc1N1CCOCC1
i,.,CCCCn1c(N)c(N(CCC(C)C)C(=O)COC(=O)c2cccnc2SC)c(=O)[nH]c1=O
?,.,CCCSc1nc2c(c(=O)[nH]c(=O)n2C)n1C
?,.,Cc1cc2c3c(c1C)C(=O)C(=O)N3C(C)(C)CC2C (stereo not drawn)
?,.,CN(C)CCn1c(=S)[nH]c2ncccc2c1=O
?,.,Cc1cc(Cl)c(S(N)(=O)=O)cc1OCC(N)=O
?,.,COc1cccc(CNC(=O)CN2C(=O)NC(c3ccccc3)(c3ccccc3)C2=O)c1
i,.,CC(=O)c1c(C)[nH]c(C(=O)NCc2cccs2)c1C
?,.,COc1ccc([C@H]2CC(=O)C=C(c3cccc(C#N)c3)C2)cc1
2%,5,c1ccc(Cn2nnnc2CN2CCOCC2)cc1
?,.,FC(F)(F)c1ccc(Cl)c(NC2=NCCCCC2)c1
i,.,Cc1c(Br)c(C(F)(F)F)nn1CC(=O)NCCN1CCOCC1
?,.,Cc1ccc(S(=O)(=O)N(C)C2(C)CCS(=O)(=O)C2)cc1 (stereo not drawn)
?,.,COc1ccc(N2Cc3cccc(C(=O)N4CCOCC4)c3C2=O)cc1
?,.,O=C(Nc1ccccc1N1CCCCC1)c1ccc([N+](=O)[O-])o1
?,.,O=C(c1ccccc1)N1CCN(C(=O)C23CC4CC(CC(C4)C2)C3)CC1
?,.,COc1cc(NC(=O)c2ccc([N+](=O)[O-])cc2)ccc1NC(=O)C(C)C
?,.,COc1ccccc1C(=O)COC(=O)C1CCN(S(=O)(=O)c2ccc(C)c(C)c2)CC1
-8%,-13,Cc1ccc(Sc2ncccc2[N+](=O)[O-])cc1
3%,1,COCCNC(=O)CN(c1cc(C(F)(F)F)ccc1Cl)S(C)(=O)=O
?,.,Cn1c2c(c(=O)n(C)c1=O)CN(CC1CCCO1)CN2 (stereo not drawn)
-14%,1,CCN(c1ccccc1)S(=O)(=O)c1cccc(C(=O)Nc2ccc(C)cn2)c1
-3%,-1,CSC1=N/C(=C\c2ccccc2C)C(=O)S1
0%,0,COc1ccccc1-c1ccc(SCc2ccccc2F)nn1
?,.,CCCNC(=O)COC(=O)c1cc(-c2ccc(OC)cc2)nc2ccccc12
i,-16,COc1ccc(NC(=O)CN(C)CC(=O)Nc2cccc3ccccc23)c(OC)c1
11%,-17,COc1cccc(NC(=O)CC(C)=O)c1

As a short view, some entries already given.
Lipid storage S3,Lipid storage S3 cell count max,smiles
?,.,Cc1cc2c3c(c1C)C(=O)C(=O)N3C(C)(C)CC2C (stereo not drawn)
?,.,CN(C)CCn1c(=S)[nH]c2ncccc2c1=O
?,.,Cc1cc(Cl)c(S(N)(=O)=O)cc1OCC(N)=O
?,.,COc1cccc(CNC(=O)CN2C(=O)NC(c3ccccc3)(c3ccccc3)C2=O)c1
i,.,CC(=O)c1c(C)[nH]c(C(=O)NCc2cccs2)c1C
?,.,COc1ccc([C@H]2CC(=O)C=C(c3cccc(C#N)c3)C2)cc1
2%,5,c1ccc(Cn2nnnc2CN2CCOCC2)cc1
?,.,FC(F)(F)c1ccc(Cl)c(NC2=NCCCCC2)c1
i,.,Cc1c(Br)c(C(F)(F)F)nn1CC(=O)NCCN1CCOCC1
?,.,Cc1ccc(S(=O)(=O)N(C)C2(C)CCS(=O)(=O)C2)cc1 (stereo not drawn)
?,.,COc1ccc(N2Cc3cccc(C(=O)N4CCOCC4)c3C2=O)cc1
?,.,O=C(Nc1ccccc1N1CCCCC1)c1ccc([N+](=O)[O-])o1
?,.,O=C(c1ccccc1)N1CCN(C(=O)C23CC4CC(CC(C4)C2)C3)CC1
?,.,COc1cc(NC(=O)c2ccc([N+](=O)[O-])cc2)ccc1NC(=O)C(C)C
?,.,COc1ccccc1C(=O)COC(=O)C1CCN(S(=O)(=O)c2ccc(C)c(C)c2)CC1
-8%,-13,Cc1ccc(Sc2ncccc2[N+](=O)[O-])cc1
3%,1,COCCNC(=O)CN(c1cc(C(F)(F)F)ccc1Cl)S(C)(=O)=O

Remaining list, next part.
Lipid storage S3,Lipid storage S3 cell count max,smiles
27%[9.22 µM],-13,Cc1cc(NC(=S)Nc2ccc(C)c(Cl)c2)n[nH]1
?,.,CCc1nnc(NC(=O)Cn2nc(-c3ccc(OC)c(OC)c3)ccc2=O)s1
?,.,Cc1cc(N/N=C/c2ccc(N(C)C)cc2)nc(NCc2ccccc2)n1
i,.,CCc1ccc(S(=O)(=O)NCc2csc(C)n2)cc1
?,.,Fc1ccccc1Nc1n[nH]c(=S)s1
?,.,Cc1ccc(-n2nc3c(c2NC(=O)CCC2CCCCC2)CS(=O)C3)cc1 (stereo not drawn)
?,.,CCc1cc2c(SCC#N)ncnc2s1
?,.,CC(C)(C)OC(=O)N1CCN(C(=O)c2[nH]cnc2C(=O)NCc2ccccc2)CC1
?,.,Cc1cc(NC(=O)C2C3C=CC(C3)C2C(=O)O)no1 (stereo not drawn)
?,.,COc1ccc(COc2ccc3ccc(=O)oc3c2)cc1
?,.,COc1ccccc1NC(=O)N(Cc1cc2cc(OC)c(OC)cc2[nH]c1=O)CC1CCCO1 (stereo not drawn)
?,.,O=C(Nc1ccc2[nH]ncc2c1)c1ccccc1
?,.,CC(C)c1ccc(/C=C(\NC(=O)c2ccccc2)C(=O)NCCN2CCOCC2)cc1
-9%,8,CC1=C(C(=O)OCc2ccccc2)C(c2ccc(Cl)cc2Cl)NC(=O)N1CCCCCC(=O)O (stereo not drawn)
?,.,CCOC(=O)C(Cc1ccccc1)NC(=O)CCc1nnc2ccc(N3CCCC3)nn12 (stereo not drawn)
?,.,COc1ccc(Cl)cc1NC(=O)CN(C)C(=O)c1cn2ccccc2n1
-24%,14,CCOC(CCNC(=O)c1cc2c(=O)[nH]c3ccccc3c2s1)OCC
i,.,Cc1ccc(-n2ncc3c(=O)n(CC(=O)NCc4ccco4)cnc32)cc1C
?,.,COc1cc2c(cc1NC(=O)CSc1nnnn1-c1ccccc1)oc1ccccc12
i,-22,CCCCN(CCCC)CC(O)CN1C(=O)NC(C)(C)C1=O (stereo not drawn)
?,.,COc1ccc(/C(N)=N/OC(=O)c2cccc([N+](=O)[O-])c2)cc1
?,.,CC(C)(C)c1ccc(C(=O)NNC(=O)C2CCCCC2)cc1
?,.,Cc1nc2nc(SCc3ccc([N+](=O)[O-])cc3)[nH]c2cc1Br
?,.,CCN(CCCNC(=O)Cn1ncc2c(=O)oc3ccccc3c21)c1cccc(C)c1
?,.,Cc1noc2ncnc(N3CCN(c4ccc(F)cc4)CC3)c12
?,.,CCc1ccc2c(c1)[C@H]1OCC[C@H]1[C@@H](c1cccs1)N2
-2%,-16,Cc1ccc(N2C(=O)N(CC(=O)NCc3ccc(Cl)cc3)C(=O)C2C)cc1 (stereo not drawn)
?,.,CC1CCCCC1NC(=O)c1ccc2c(c1)OCCO2 (stereo not drawn)
11%,9,CC1(C)Cc2c(c(=S)nc(-c3ccccc3)n2Cc2cccnc2)CO1
?,.,NC(=O)c1ccsc1NC(=O)CCS(=O)(=O)c1ccc(Cl)cc1
14%,4,CC(C)c1ccccc1OS(N)(=O)=O
?,.,O=C(O)C1CC=CCC1C(=O)NNS(=O)(=O)c1ccccc1 (stereo not drawn)
?,.,CCOC(=O)CCN(Cc1ccccc1)S(=O)(=O)c1csc(C(N)=O)c1
-25%,-14,Clc1cc2c(nn1)Nc1ccccc1S2
i,-22,Cc1cccc(NC(=O)[C@H](Cc2ccccc2)NC(=O)[C@@H]2Cc3ccccc3CN2)c1
?,.,COc1cc2nc(-c3ccccc3C)oc(=O)c2cc1OC
-3%,-14,COc1ccc(C(=O)NC(=O)CSc2nnc(-c3ccco3)n2-c2ccccc2)cc1
?,.,O=C(Cc1ccc(F)cc1)Nc1nc(-c2ccc(F)cc2)cs1
12%,10,Cc1cccc(NC(=O)CN2CCN(C(=O)c3cnn(Cc4ccccc4)c3)CC2)c1C
?,.,NC(=O)c1ccc(NC(=O)C2CCCO2)cc1 (stereo not drawn)
?,.,C#CCOCCOCCOCCNc1nc(N2CCN(C(=O)Cn3cc(CCCN=C(N)N)nn3)CC2)nc(N2CCN(C(=O)[C@H](CCCCN)n3cc(CC(C)O)nn3)CC2)n1 (stereo partly drawn)
?,.,CC(C)c1nnc(NC(=O)CS(=O)(=O)c2ccccc2)s1
?,.,CC1CCN(C(=O)N2c3ccccc3Sc3ccccc32)CC1
11%,.,CN(c1ccccc1)c1nc(N)c([N+](=O)[O-])c(NC2CCCCC2)n1
?,.,Cc1ccc2[nH]c3c(=O)n(N)c(C)nc3c2c1
?,.,CC(C)C[C@@H](CO)N1CCN(Cc2ccc(Br)cc2)CCC1=O
?,.,O=S(=O)(Nc1cccc2ccccc12)c1ccccc1F
?,.,CC(NC(=O)C(C)N1C(=O)C2C3CC(C(Br)C3Br)C2C1=O)c1ccccc1 (stereo not drawn)
i,.,CCN(CC)C(=O)c1c(C)nc2ccccn12
?,.,COc1ccc(N(C(=O)C2CCCCC2)C2C=CS(=O)(=O)C2)c(OC)c1 (stereo not drawn)

Remaining list, next part
Lipid storage S3,Lipid storage S3 cell count max,smiles
?,.,CCN(CC)S(=O)(=O)c1ccc(N2CCOCC2)c(NC(=O)c2ccc3ccccc3c2)c1
?,.,COc1cc2c3c(c1)/C(=C1/SC(NC(C)=O)=NC1=O)C(=O)N3C(C)(C)C=C2C
?,.,COc1ccc(C(=O)O)cc1S(N)(=O)=O
-6%,-3,CC(C)n1ncc2c(C(=O)NCC(=O)Nc3ccccc3Br)cc(C3CC3)nc21
i,.,COC(=O)c1cc(NC(=O)C2COc3ccccc3O2)ccc1Cl (stereo not drawn)
i,.,O=C(NC1(C(=O)NC2CCCCC2)CCCCC1)c1ccccn1
?,.,O=C(O)c1ccccc1Nc1cccc(OCc2ccc3ccccc3n2)c1
?,.,CCn1c(CC(=O)Nc2ccccc2OC)nnc1SCC(=O)Nc1ccccc1F
13%,-7,CCc1ccc(S(=O)(=O)Nc2cccc(C3OCCCO3)c2)cc1
-8%,-14,O=C(CSc1ccccc1)Nc1cccc(S(=O)(=O)N2CCOCC2)c1
i,26,Cc1csc(SCC(=O)Nc2cccc(S(=O)(=O)N3CCCC3)c2)n1
5%,-2,CCOc1ccccc1OCCCC(=O)Nc1sccc1C(N)=O
?,.,COc1ccccc1NCC(=O)N/N=C/c1sccc1C
?,.,COc1ccc(S(=O)(=O)N2CCC(C(=O)Nc3cccc(C(C)=O)c3)CC2)cc1C
?,.,CCn1ncc2c(OCc3ccc(C#N)cc3)cc(C)nc21
?,.,CCc1ccc2[nH]c(=O)c(C(c3nnnn3Cc3ccccc3)N3CCOCC3)cc2c1 (stereo not drawn)
4%,10,O=C(NCc1ccccc1)c1ccc(Cl)nc1
?,.,CN1CCN(C(=O)CSc2ccc(C(F)(F)F)cc2[N+](=O)[O-])CC1
?,.,O=C(O)C1CCCCC1C(=O)NC1CCCCC1 (stereo not drawn)

A portion of the library; the hit share may differ from the screen's.
